CFTR F508del cor: F508del CFTR correction, initial screen, CFBE line, single point. activity (quench increase), % at 7.58 µM. 0.36% of 350,000 active. CFBE cells, YFP halide quenching; stimulated with forskolin plus potentiator P3; % fluorescence drop versus neutral controls;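 active = mean added fluorescence quench of at least 8% versus neutral control, with both replicates also reaching 8%; inconclusive = only one of the mean or replicate conditions met; inactive = mean below 8% and not both replicates reaching 8%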;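 note: cells transiently co-express mutant CFTR-F508del with the halide-sensitive YFP; corrector assay measuring rescue of mutant channel to the surface after 24 h compound exposure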
ARNT-TACC3 inh: disruptors of ARNT/TACC3 protein interaction, primary screen, biochemical, AlphaScreen, single concentration; AlphaScreen His-ARNT PAS-B/GST-TACC3 binding, luminescence; TACC3 fragment carries E629A point mutation; inhibition, % at 9.99 µM; 0.66% of 390,000 active; AID 623870, 2012;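 active = mean inhibition of replicates at least 50% and at least half of replicates each reaching 50%; inconclusive = half or more replicates reach 50% but mean below 50%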;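 note: 0% = complete ARNT plus TACC3 wells and 100% = ARNT alone without TACC3; many hits fall short of the cut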
ERAP1 inh: human ERAP1 aminopeptidase inhibitors, primary screen, biochemical, single point, plate reader | 0.15% of 340,000 active | inhibition, % at 10.7 µM | recombinant ERAP1, Leu-AMC fluorescence, 60 min | AID 652197, 2013;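 active = mean replicate inhibition of at least 30%, or all replicates individually reaching that 30% level; inactive = mean below 30% and not every replicate reaching it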;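 note: 0% = neutral control wells and 100% = L-leucinethiol positive control wells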
Target sequence (Q9NZ08 whole entry, looked up): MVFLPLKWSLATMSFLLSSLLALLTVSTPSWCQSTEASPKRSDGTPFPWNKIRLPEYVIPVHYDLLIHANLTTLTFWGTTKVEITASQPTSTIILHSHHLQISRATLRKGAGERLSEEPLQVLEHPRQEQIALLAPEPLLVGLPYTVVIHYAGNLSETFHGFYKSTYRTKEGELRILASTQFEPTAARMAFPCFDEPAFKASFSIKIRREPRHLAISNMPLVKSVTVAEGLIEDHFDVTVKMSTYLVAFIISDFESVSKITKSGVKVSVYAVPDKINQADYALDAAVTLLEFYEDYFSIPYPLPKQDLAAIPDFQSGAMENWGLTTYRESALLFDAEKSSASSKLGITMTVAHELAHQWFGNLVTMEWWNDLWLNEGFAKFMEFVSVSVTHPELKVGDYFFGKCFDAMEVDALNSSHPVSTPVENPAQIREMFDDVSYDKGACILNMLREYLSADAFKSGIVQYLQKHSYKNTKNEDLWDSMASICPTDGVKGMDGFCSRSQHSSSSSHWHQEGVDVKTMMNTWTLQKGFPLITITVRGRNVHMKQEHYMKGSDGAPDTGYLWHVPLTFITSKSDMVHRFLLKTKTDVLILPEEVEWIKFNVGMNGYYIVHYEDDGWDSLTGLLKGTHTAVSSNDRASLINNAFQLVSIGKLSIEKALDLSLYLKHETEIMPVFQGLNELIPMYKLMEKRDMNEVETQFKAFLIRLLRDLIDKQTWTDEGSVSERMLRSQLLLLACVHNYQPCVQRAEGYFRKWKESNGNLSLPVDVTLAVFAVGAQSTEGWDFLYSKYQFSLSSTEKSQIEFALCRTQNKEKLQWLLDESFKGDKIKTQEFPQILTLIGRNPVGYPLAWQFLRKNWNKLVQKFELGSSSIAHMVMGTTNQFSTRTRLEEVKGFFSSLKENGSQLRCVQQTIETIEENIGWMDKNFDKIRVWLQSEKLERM
RAD52 anneal inh: RAD52 DNA annealing inhibitors, primary screen, biochemical, FRET, single point, set 2 | inhibition, % at 18.7 µM | DNA repair protein RAD52 homolog (Homo sapiens), P43351 | 0.46% of 360,000 active | AID 651710, 2012 | recombinant RAD52 DNA annealing, FRET fluorescence;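 active = every replicate showing at least 50% inhibition; inconclusive = mean inhibition at least 50% but not in every replicate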
RAD54 inh: inhibitors of human RAD54 branch migration, primary screen, biochemical, fluorescence, single point; DNA repair and recombination protein RAD54-like (Homo sapiens), Q92698; RAD54 Holliday junction branch migration, FAM/BHQ fluorescence; inhibition, % at 10.4 µM; 0.14% of 360,000 active;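 active = mean normalized replicate activity at least 40 and at least half of replicates scoring 40 or more; inconclusive = only one of the two criteria met; inactive = mean below 40 and under half of replicates reaching 40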;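 note: 0% = median of neutral control wells and 100% = median of positive control wells; inhibitors cause a drop in the FAM fluorescence signal; in these data hits start at about 50%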
GSIS activator: GLuc luminescence reporter in INS-1E cells, primary screen for activators of glucose-dependent secretion of insulin. INS-1E GLuc reporter insulin secretion, 2-3 h. 0.61% of 370,000 active. activation, % at 16.6 µM;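 active = lowest replicate activation of at least 40%, so every replicate reaches that level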;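 note: 0% = median of neutral control wells and 100% = median of IBMX positive control wells; some compounds called inactive have numbers as strong as hits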
XiGFP reactiv: activators of inactive X chromosome reactivation, primary screen, imaging, XiGFP fibroblasts, GFP high-content imaging, set 2; XiGFP mouse fibroblasts, % GFP-positive cells imaging, 3 d; cells co-treated with 5-aza-dC sensitizer; scaled so ellipticine positive control = 100%; activation, % at 7.58 µM; 0.055% of 360,000 active; AID 743238, 2013;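 active = mean normalized replicate activation at least 10% and every replicate at or above 10%; inconclusive = only one of the two criteria met; inactive = mean below 10% and not all replicates reach 10%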;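 note: 0% = median of on-plate neutral control wells and 100% = ellipticine 6 µM median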
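Material: XiGFP fibroblasts, SV40-immortalized; Buffer or medium: DMEM containing 5-aza-dC; Compound dosing: single point; Times: 3 days compound exposure.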
esBAF inh: Bmi1 luciferase reporter increase in mESCs, primary screen, esBAF inhibitor project, mouse ES cells, Bmi1 luciferase knock-in, single point. 24 h; 100% = twice the neutral-well signal. reporter increase, % at 12.5 µM. 2% of 350,000 active; in the data active = activation above about 40%; inconclusive = no clear call, values can overlap the other calls;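 note: 0% = median of the plate's neutral control wells and 100% = double that signal; a rise in the Bmi1 reporter signal indicates esBAF inhibition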
Starred values were filed as active, the others as inactive; ? = inconclusive; . = not tested or not shown.

structure	CFTR F508del cor	ARNT-TACC3 inh	ERAP1 inh	RAD52 anneal inh	RAD54 inh	GSIS activator	XiGFP reactiv	esBAF inh
O=C1N(Cc2cccc(Cl)c2)C[C@@H]2C[C@@H](c3c[nH]c4ccccc34)N3CCC[C@@]123	4.2	-10	-1	-152	0	2	0.0	0
CO[C@H]1CN(C)C(=O)c2cc(NC(=O)c3ccc4c(c3)OCO4)ccc2OC[C@@H](C)NC[C@H]1C	-0.8	3	-1	3	2	5	-0.2	1
COc1ccccc1-c1cnc(C(O)c2ccc(Cl)c(F)c2)[nH]1 (centres undefined)	4.1	.	2	-12	-2	.	-0.1	-2
COc1c(C)cccc1C(=O)NCCCNC(=O)c1ccc(C)nc1	0.2	1	4	-11	-3	2	0.2	-2
CC(Sc1nncn1C)C(=O)Nc1nnc(C(C)C)s1 (centres undefined)	-0.5	-6	-7	-5	1	1	0.0	1
NC(=O)C1=CN(Cc2ccc(Cl)cc2)CCC1C(F)(F)F (centres undefined)	0.5	-1	.	-12	7	-3	0.1	3
C[C@H]1CCC(=O)N([C@H](CSc2ccc(Br)cc2)Cc2ccccc2)CC1	2.3	2	1	-7	-11	11	1.2	-6
C[C@H](O)[C@@H]1CN2CCc3c([nH]c4ccccc34)[C@@H]2C[C@@H]1N(C)C(=O)Nc1cc(Cl)cc(Cl)c1	-3.9	.	1	-39	-4	-19	0.0	3
C[C@H](CO)N1C[C@H](C)[C@H](CN(C)C)Oc2ccc(NS(=O)(=O)c3cn(C)cn3)cc2CC1=O	-0.4	-5	-4	-8	-13	-1	0.1	2
CCN(CC)C1CCN(C(=O)CCc2nnc(CCc3ccccc3)o2)C1 (centres undefined)	0.1	-8	-2	-15	1	.	0.0	-7
CCCCn1c(SCC(=O)N2CCOCC2)nc2c1c(=O)n(C)c(=O)n2C	-0.2	-12	4	-2	-2	2	0.2	-3
CCC(C)Nc1nc(N)c([N+](=O)[O-])c(Nc2ccccc2OC)n1 (centres undefined)	0.6	-2	-1	-1	-3	9	0.3	.
COc1ccc(C)cc1S(=O)(=O)N1CC(C)OC(C)C1 (centres undefined)	2.9	-33	1	-4	8	7	0.0	2
O=C(N/N=C/c1ccc2nccnc2c1)c1cccc([N+](=O)[O-])c1	1.9	7	-2	-25	.	-14	0.0	.
O=C(NCc1ccc(F)cc1)C(c1ccccc1)N(C(=O)c1csnn1)C1CCCC1 (centres undefined)	0.1	-7	4	-9	-1	-31	0.3	-4
Cc1noc(C)c1NC(=O)N(C)C[C@@H]1Oc2cc(C#CCC(C)C)ccc2S(=O)(=O)N([C@@H](C)CO)C[C@H]1C	-2.1	2	0	17	-5	-13	-0.2	9
Cc1cc(C)cc(NC(=O)CSc2ccc(-c3ccco3)nn2)c1	.	-5	.	.	8	-13	0.0	.
CN(c1ccccc1)c1nc2ccsc2c(=O)s1	.	-5	11	-8	7	13	.	47*
CN(Cc1ccccc1)C1=CC(=[N+]2CCCC2)CC(C)(C)C1	3.8	5	2	-10	-10	-59	-0.2	-35
O=C(C[C@H]1CC[C@@H](NS(=O)(=O)c2ccccc2)[C@H](CO)O1)NCc1ccncn1	2.4	-9	-2	-4	4	16	0.2	2
CC(C)(C)c1ccc(C(=O)CS(=O)(=O)c2ccccc2)cc1	.	-20	.	.	6	-14	.	9
Cc1cccn2c(=O)c3cc(C(=O)NC4CCCCC4)n(C)c3nc12	0.2	-4	4	-20	-3	3	0.0	12
CN(Cc1ccccc1)C(=O)c1[nH]cnc1C(=O)Nc1cccc(Cl)c1	0.4	0	16	-4	-8	.	0.0	45*
C[C@@H]1CN([C@@H](C)CO)C(=O)Cc2cc(NC(=O)CCC(F)(F)F)ccc2O[C@@H]1CN(C)S(=O)(=O)c1ccccc1	-4.8	-8	-1	-12	0	-18	0.8	2
COc1cc(C(=O)O)ccc1Cl	-2.2	-7	.	-17	-8	-4	-0.2	.
Cc1ccc(-n2c(C)c(C)c3c(NCCCO)ncnc32)cc1	-0.9	-5	1	1	-6	-4	0.0	59*
CSc1ccc(CN2CCC(n3nccc3NC(=O)c3ccccc3C)CC2)cc1	2.5	4	1	-3	-5	10	0.0	-3
C[C@H]1CN([C@@H](C)CO)C(=O)c2cc(NC(=O)Nc3ccc(F)cc3)ccc2O[C@@H]1CN(C)C(=O)Nc1ccc2c(c1)OCO2	-1.0	.	1	1	.	3	-1.1	7
Cc1ccnc(NC(=O)Nc2ccc3c(c2)OCO3)c1	.	2	-2	-14	.	-2	0.0	.
CC(C)CC#Cc1ccc2c(c1)O[C@@H](CN(C)S(C)(=O)=O)[C@H](C)CN([C@H](C)CO)S2(=O)=O	.	-10	-1	-12	-1	-21	-0.7	2
CC(C)(C)NC(=O)COC(=O)c1ccc(NC(=O)CC#N)cc1	.	-1	3	-15	.	-3	0.0	.
Cc1cc(N=NC(=O)c2ccccc2O)c2ccccc2c1O	-3.4	17	-1	0	.	-13	0.2	.
Cc1ccccc1CSc1nnc(C)c(=O)[nH]1	2.0	3	3	-10	-6	6	0.6	1
COC(=O)C1C(=O)C2=C(CC1C)Nc1ccccc1NC2c1cccs1 (centres undefined)	.	-2	6	-9	.	9	0.0	.
COCCNC(=O)c1ccccc1-c1nc(-c2ccccc2Cl)no1	.	-4	.	.	-14	2	.	31
CCOc1ccc(/C=C2\SC(=S)N(NS(=O)(=O)c3ccc(C)cc3)C2=O)cc1OC	1.2	-7	.	-22	-8	42*	0.1	.
O=C(Nc1ccc(F)cc1)N[C@H]1CC[C@@H](CCNC(=O)c2cc(Cl)cc(Cl)c2)O[C@H]1CO	0.7	-21	1	-21	3	-16	-0.5	6
CN1C(=O)c2cc(NC(=O)c3cccs3)ccc2OC[C@@H]2O[C@H](CC(=O)NCC3CC3)CC[C@H]21	-1.1	-1	.	.	-5	4	0.4	-2
CCOC(=O)C1CCCCN1C(=O)/C(=C/c1ccc(OC)cc1)c1ccc(OC)c(OC)c1 (centres undefined)	-1.0	3	0	-6	0	-12	0.2	-2
O=C(Nc1ccc2c(c1)CCC2)c1cccc(OC(F)F)c1	.	.	3	-8	4	-17	0.8	?
CCOc1ncccc1C(=O)Nc1cc(S(=O)(=O)N2CCOCC2)ccc1OCC(F)(F)F	-4.0	-1	2	-3	0	-3	-0.2	-3
CN1CCN(S(=O)(=O)NC[C@H]2O[C@@H](n3cnc4c(N)ncnc43)[C@H](O)[C@@H]2O)CC1	-1.7	21	-7	-5	0	30	-0.2	-5
COc1cccc(CNc2nc3cc(-c4ccccc4C)sc3c(=O)n2C)c1OC	-1.8	.	1	-5	-3	-20	0.0	-5
CC(C)Oc1ccc(CN2CCC(n3nccc3NC(=O)c3cccnc3)CC2)cc1	-1.0	5	2	2	-2	-12	0.0	0
O=C(C[C@@H]1C[C@@H]2c3cc(NC(=O)C4CCC4)ccc3O[C@@H]2[C@@H](CO)O1)NCC1CC1	-0.1	9	-1	-1	5	-4	0.1	-2
COC(=O)Cc1ccc(NC(=S)NCCO)cc1	1.3	0	-2	-3	.	25	0.2	2
CCOC(=O)C1C(c2ccccc2)C(C(=O)OCC)C1c1ccccc1 (centres undefined)	-2.8	3	-1	-9	-3	-3	.	1
Cc1ccc(Cl)cc1NC(=O)COC(=O)CC1CCCCC1	1.6	2	2	-6	2	-36	0.2	1
COCCNc1nc(-c2ccccc2)nc2ccccc12	-1.1	9	-1	-7	.	36	0.4	.
Cc1ccc(NC(=O)c2ccccc2NS(=O)(=O)c2ccc(Cl)s2)cc1	4.5	2	.	.	2	-17	0.2	.

Fetched by compound from the entries so far:
structure	CFTR F508del cor	ARNT-TACC3 inh	ERAP1 inh	RAD52 anneal inh	RAD54 inh	GSIS activator	XiGFP reactiv	esBAF inh
CCN(CC)C1CCN(C(=O)CCc2nnc(CCc3ccccc3)o2)C1 (centres undefined)	0.1	-8	-2	-15	1	.	0.0	-7
CCOC(=O)C1C(c2ccccc2)C(C(=O)OCC)C1c1ccccc1 (centres undefined)	-2.8	3	-1	-9	-3	-3	.	1
COc1c(C)cccc1C(=O)NCCCNC(=O)c1ccc(C)nc1	0.2	1	4	-11	-3	2	0.2	-2
O=C(NCc1ccc(F)cc1)C(c1ccccc1)N(C(=O)c1csnn1)C1CCCC1 (centres undefined)	0.1	-7	4	-9	-1	-31	0.3	-4
C[C@H](CO)N1C[C@H](C)[C@H](CN(C)C)Oc2ccc(NS(=O)(=O)c3cn(C)cn3)cc2CC1=O	-0.4	-5	-4	-8	-13	-1	0.1	2
CC(Sc1nncn1C)C(=O)Nc1nnc(C(C)C)s1 (centres undefined)	-0.5	-6	-7	-5	1	1	0.0	1

Carrying on.
structure	CFTR F508del cor	ARNT-TACC3 inh	ERAP1 inh	RAD52 anneal inh	RAD54 inh	GSIS activator	XiGFP reactiv	esBAF inh
CC(OC(=O)Cn1cnc2c1c(=O)n(C)c(=O)n2C)C(=O)NC1(C#N)CCCCC1 (centres undefined)	-8.2	0	-2	-6	3	1	-0.1	-2
CCc1cc(-c2nc(N)ncc2-c2csc(C)n2)c(O)cc1OC	-0.2	.	-2	-15	.	-4	0.5	.
Nc1nnc(SCC(=O)NNC(=O)c2ccccc2)s1	-2.1	-1	3	-4	.	14	0.2	-4
C=CCn1c(SCCC)nc2sc3c(c2c1=O)CCc1ccccc1-3	-3.5	-3	1	-19	3	3	0.0	.
O=C(CCCN1C(=O)C2CC=CCC2C1=O)Nc1ccccc1Cl (centres undefined)	1.3	.	-3	-5	0	-1	0.1	-1
O=C(N[C@H](Cc1ccccc1)C(=O)N1CCN(CC(=O)N2CCCC2)CC1)[C@H]1O[C@@H](n2ccc(=O)[nH]c2=O)[C@H](O)[C@@H]1O	0.4	.	-3	-6	.	15	0.2	.
Cc1ccc(Cn2cc(CN3CC(N4CCN(C5CCN(C)CC5)CC4)CS3(=O)=O)nn2)cc1 (centres undefined)	-3.7	.	.	-1	.	27	0.0	.
